AID2073: inhibitors of Mint1-CaV2.2 protein interaction, biochemical, HTRF (AID 2073). 0.19% of 290,000 active. HTRF protein-protein interaction, Mint1-CaV2.2; higher % means a stronger effect. inhibition, % at 20 µM, or IC50 in µM where a hit was titrated. Voltage-dependent N-type calcium channel subunit alpha-1B (Homo sapiens); in the data active = inhibition mostly above about 51%, no sharp cut-off; inconclusive = no clear call, values can overlap the other calls; inactive = mostly below about 53%; note: some results filed as inactive read as strong as hits
Lipid droplet: inhibitors of hepatocyte lipid droplet formation, primary screen, imaging, high-throughput imaging, BODIPY stain; AML12 mouse hepatocytes, oleate lipid droplets; inhibition, % at 6.5 µM; 0.4% of 240,000 active;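 active = lipid droplet intensity inhibited by at least 50%, with more than 500 cells counted; inconclusive = wells with under 300 cells, treated as cytotoxic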
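Technique: fluorescence imaging, 20x objective, two fields per well / Assay system: AML12 hepatocytes (mouse) / Measure: % inhibition of lipid droplet signal / Doses: 6.5 µM single-point dosing / Incubation: overnight exposure / Reagent: 100 µM oleic acid challenge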
HEK293 NOD2/NF-kB: NOD2 signaling inhibitors, cell-based, luminescence, uHTS, HEK293 (AID 1566) | inhibition, % at 4 µM, or EC50 in µM where a hit was titrated | 0.63% of 290,000 active | HEK293 NOD2/NF-kB luciferase reporter, luminescence; higher % means a stronger effect; note: many of its hits are not listed in these tables
LYP phosphatase: inhibitors of LYP phosphatase, biochemical, fluorescence intensity, uHTS (AID 1779). Tyrosine-protein phosphatase non-receptor type 22 (Homo sapiens). recombinant LYP phosphatase, fluorescence intensity; higher % means a stronger effect. one-dose inhibition, % at 11.5 µM; IC50 in µM for titrated hits. 0.054% of 290,000 active;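 note: plate controls were vehicle with enzyme for no effect and no enzyme for full effect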
Myeloid diff MLP: induction of myeloid progenitor differentiation, primary screen, cell-based, flow cytometry, MLPCN library. ER-HoxA9 myeloid progenitors, lysozyme-GFP differentiation. calls only at 10 µM. 1% of 360,000 active. AID 624256, 2012;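 active = normalized GFP-positive differentiation at or above the plate's own cutoff, the solvent-only control mean plus 3 SD; inconclusive = no clear call, values can overlap the other calls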;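 note: cells exposed to compound for four days before flow analysis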
Siah-1 displacement: Siah-1 peptide-binding antagonists, primary screen, biochemical, fluorescence polarization, rhodamine-plectin, uHTS (AID 1817); E3 ubiquitin-protein ligase SIAH1 (Homo sapiens); Siah-1 / rhodamine-plectin peptide fluorescence polarization; higher % means a stronger effect; one-dose displacement, % at 20 µM; IC50 in µM for titrated hits; 0.02% of 290,000 active;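 active = displacement of at least 50% at 20 µM, with a fluorescence ratio check between 0.3 and a set limit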;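 note: plate controls were Siah plus tracer with DMSO for no effect and tracer alone without Siah for full effect; strong numbers were not always called active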
HIV peptide binding: inhibitors of HIV fusion peptide binding, primary screen, biochemical, uHTS, fluorescence dequenching (AID 1986). 0.3% of 290,000 active. cell-free peptide binding, fluorescence dequenching, 30 min; higher % means a stronger effect. inhibition, % at 20 µM, or IC50 in µM where a hit was titrated; in the data active = inhibition mostly above about 52%, no sharp cut-off; inactive = mostly below about 76%; note: some results filed as inactive read as strong as hits
XIAP antagonists: XIAP antagonists, biochemical, IAP family, fluorescence polarization (AID 1018); XIAP BIR domain, fluorescence polarization peptide displacement; higher % means a stronger effect; 0.007% of 200,000 active; displacement, % at 20 µM, or IC50 in µM where a hit was titrated; in the data active = displacement above about 50%; note: a part of the inactive calls stands beside numbers as strong as those of hits
NS5 inhibitors: Dengue-2 NS5 methyltransferase inhibitors, primary screen, biochemical, confirmation dose response (AID 588689) | inhibition, % at 25 µM; hits with a dose series show IC50 in µM | 0.3% of 340,000 active | Dengue-2 NS5 methyltransferase capping enzyme assay, biochemical; higher % means a stronger effect; in the data active = a potency from the dose series; inconclusive = inhibition above about 29% without an active follow-up result
Lipid droplet cells 6.5 µM: recorded beside Lipid droplet, whose call it bears; cell count; measured here: cell count, cytotoxicity flag;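 cells counted across two imaged fields per well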
NS5 inhibitors pilot replicate: recorded beside NS5 inhibitors, whose call it bears; inhibition, %; measured here: pilot screen replicate inhibition
Myeloid diff MLP GFP+ MAC1+ %: further read-out of Myeloid diff MLP, marked with its call; GFP+ MAC1+ double positive, %; measured here: differentiation confirmed by MAC1 staining
Starred values were filed as active, the others as inactive; i = inactive; ? = inconclusive; . = not tested or not shown. Cut-off read from the data, not from the text of the source, unless noted: active = inhibition above about 50%; inactive = the rest. This is a subset; the hit share may differ from the screen's.

SMILES	AID2073	Lipid droplet	Lipid droplet cells 6.5 µM	HEK293 NOD2/NF-kB	LYP phosphatase	Myeloid diff MLP	Myeloid diff MLP GFP+ MAC1+ %	Siah-1 displacement	HIV peptide binding	XIAP antagonists	NS5 inhibitors	others
O=C1OC(C(=O)O)Cc2ccccc21 (configuration not stated)	-11%	18	799	5%	-4%	i	1.2	8%	-2.2%	1.5%	-3%
CCOC(=O)C1CCCN(C(=O)c2cc3c(=O)n(C)c4ccccc4c3n2C)C1 (configuration not stated)	1%	.	.	-1%	-4%	i	1.7	2%	-0.4%	-2.8%	-4%
Cc1ccc(-c2cc(C(F)F)nc(S(C)(=O)=O)n2)cc1	-1%	0	663	-2%	3%	i	0.2	6%	0.7%	-5.5%	-57%
CC1=CC(C#N)(C#N)C(C#N)(C#N)C(c2ccccc2)N1 (configuration not stated)	2%	.	.	11%	-12%	.	.	-2%	-2.0%	71%	.
Cc1ccc(OCc2nnc(SCC(=O)Nc3sc(C)c(C)c3C#N)n2C)cc1	-6%	.	.	2%	1%	i	0.5	2%	1.4%	-3.4%	1%
CC(=O)N1CCN(C(=O)/C(C#N)=C/c2ccc3c(c2)OCO3)CC1	19%	-2	804	-35%	-9%	i	0.9	-5%	0.4%	.	20%
COc1cc(SC)ccc1C(=O)Nc1ccc2c(c1)CCN2S(C)(=O)=O	3%	-2	741	19%	-8%	i	9.2	0%	0.2%	-5.0%	-1%
COc1cc(C2C3=C(CC(C)(C)CC3=O)OC(N)=C2[N+](=O)[O-])ccc1O (configuration not stated)	5%	20	670	8%	3%	i	0.3	3%	-0.1%	-1.7%	4%
CC(C)CC(=O)C1=C(O)C(=O)N(Cc2ccccc2)C1c1ccccc1 (configuration not stated)	-4%	-2	797	1%	-6%	i	0.3	-2%	2.8%	.	.
O=C(COC(=O)c1ccccc1Br)NCc1ccccc1	4%	4	631	2%	-11%	i	0.5	6%	2.5%	-7.5%	-2%
CC1CCCCC1NC(=O)C1CCC(CNS(=O)(=O)c2cccc3cccnc23)CC1 (configuration not stated)	10%	-2	736	-41%	-5%	i	0.6	2%	0.0%	.	-9%
CN(C)[C@@H]1CCC[C@@H]1OC(=O)C(c1ccccc1)c1ccccc1	1%	3	681	-4%	-6%	i	0.2	3%	-0.7%	-4.5%	-3%
Cc1cccc(NC(NC(=O)Cc2ccccc2)C(Cl)(Cl)Cl)c1 (configuration not stated)	-8%	-1	622	14%	-10%	i	0.5	-2%	1.5%	-5.9%	-1%
O=C(c1ccc(COc2ccc3ccccc3c2)o1)N1N=C(C(F)F)CC1(O)C(F)F (configuration not stated)	4%	-3	686	1%	7%	i	9.4	4%	-0.4%	-3.3%	-1%
COC(=O)NNC(=O)c1cccc(C)c1	18%	.	.	4%	-2%	i	6.5	3%	1.9%	-2.1%	-8%
CC(CNC(=O)CN1C(=O)c2cccnc2Oc2ccc(Cl)cc21)c1ccccc1 (configuration not stated)	8%	-30	748	3%	-9%	i	3.2	-6%	0.0%	.	-6%
COc1ccc(NC(=O)NC(=O)c2ccccc2)cc1	10%	-3	822	-48%	-6%	i	0.7	9%	0.8%	.	-2%
Cc1cc2cc(CCNC(=O)c3c(-c4ccccc4Cl)noc3C)c(=O)[nH]c2cc1C	7%	2	699	-20%	5%	.	.	0%	-1.4%	-1.2%	.
COCCNC(=O)c1ccc(N2CC3CC(C2)c2cccc(=O)n2C3)c(NC(=O)c2ccc(Br)o2)c1 (configuration not stated)	4%	0	733	-25%	-13%	i	2.8	3%	-1.8%	.	-5%
O=C(CC1CCCCC1)N1CCN(c2ccccn2)CC1	-4%	8	771	-9%	-6%	i	1.3	-1%	-2.3%	-1.9%	4%
Cc1nc(N2CCN(S(=O)(=O)c3ccc(Br)cc3)CC2)c2c(C)c(C)sc2n1	27%	-3	694	45%	-1%	i	0.2	12%	-0.1%	-5.0%	1%
CC1=C(Nc2ccc(C(=O)O)cc2)C(=O)c2ccccc2C1=O	-9%	-4	793	27%	-4%	i	1.4	-7%	-1.7%	.	16%
Fc1ccccc1NC(=S)NN(Cc1ccccc1)c1ccccc1	18%	-1	747	3%	4%	i	5.5	-1%	-3.0%	-11%	1%
CC(=O)c1ccc(S(=O)(=O)N(C)CC(=O)NCC2CCCCC2)cc1	-1%	-14	706	5%	-11%	i	0.2	11%	2.0%	.	-5%
Clc1ccc(Cn2ncc3c(N4CCCC4)ncnc32)cc1	7%	5	780	-21%	-1%	i	1.0	0%	-0.7%	-2.2%	3%

In the list so far, these contain a cyano group:
SMILES	AID2073	Lipid droplet	Lipid droplet cells 6.5 µM	HEK293 NOD2/NF-kB	LYP phosphatase	Myeloid diff MLP	Myeloid diff MLP GFP+ MAC1+ %	Siah-1 displacement	HIV peptide binding	XIAP antagonists	NS5 inhibitors	others
CC1=CC(C#N)(C#N)C(C#N)(C#N)C(c2ccccc2)N1 (configuration not stated)	2%	.	.	11%	-12%	.	.	-2%	-2.0%	71%	.
Cc1ccc(OCc2nnc(SCC(=O)Nc3sc(C)c(C)c3C#N)n2C)cc1	-6%	.	.	2%	1%	i	0.5	2%	1.4%	-3.4%	1%
CC(=O)N1CCN(C(=O)/C(C#N)=C/c2ccc3c(c2)OCO3)CC1	19%	-2	804	-35%	-9%	i	0.9	-5%	0.4%	.	20%

(listing goes on)
SMILES	AID2073	Lipid droplet	Lipid droplet cells 6.5 µM	HEK293 NOD2/NF-kB	LYP phosphatase	Myeloid diff MLP	Myeloid diff MLP GFP+ MAC1+ %	Siah-1 displacement	HIV peptide binding	XIAP antagonists	NS5 inhibitors	others
CCOC(=O)c1sc(C)c2c1NC(c1ccc(Cl)cc1)NC2=O (configuration not stated)	12%	.	.	-19%	2%	i	0.7	2%	-1.7%	-7.3%	1%
Cc1cc(C)c2c(CC(=O)O)c(C)[nH]c2c1	11%	-6	729	2%	-4%	i	0.3	2%	6.2%	-20%	.
COc1ccc(-c2nnc(SCC(=O)O)n2C)cc1OC	-3%	-2	577	10%	-6%	i	0.5	1%	-0.4%	-0.2%	2%
COc1ccc(CCN(C(=O)C(F)(F)F)C(C(=O)NC2CCCCC2)c2ccc(C)s2)cc1OC (configuration not stated)	4%	-10	627	-12%	5%	i	3.7	3%	1.0%	-2.1%	-3%
Fc1ccc(Nc2ncnc3sccc23)cc1	7%	22	713	-4%	-9%	i	1.2	9%	-0.9%	.	-7%
Nc1cc(N)nc(SCC(=O)NCC2CCCO2)n1 (configuration not stated)	0%	.	.	15%	-6%	i	1.3	-1%	1.0%	-2.9%	-4%
CS(=O)(=O)N(CC(=O)Nc1ccc(Br)cc1F)C1CCCCC1	-5%	-9	777	6%	-8%	i	0.3	-2%	1.2%	.	.
Cc1cc(Cl)ccc1NC(=S)NCc1ccc(Cl)cc1	0%	4	649	3%	6%	i	0.6	-1%	-3.0%	-1.6%	-7%
Cn1nnnc1SCC(=O)NCc1ccccc1	8%	-4	763	6%	-6%	i	0.7	22%	2.0%	-2.5%	-9%
COc1ccc(NS(=O)(=O)c2cc(NC(=O)/C=C/c3ccccc3OC)ccc2N2CCCCC2)cc1	43%	21	620	11%	-1%	i	0.9	-11%	6.7%	-1.4%	-3%
Cc1nn(-c2ccccc2)c(C)c1/C=N/NC(=O)c1cc(-c2cccc3ccccc23)n[nH]1	19%	-10	654	-4%	11%	i	0.5	3%	1.9%	-5.9%	0%
CCCOc1ccc(/C(O)=C2/C(=O)C(=O)N(c3cc(C)on3)C2c2ccc(C(=O)OC)cc2)cc1 (configuration not stated)	8%	.	.	11%	8%	i	1.1	2%	28%	-4.3%	6%
COc1ccc(-c2nc(CN3CCCCC3c3nccn3C)c(C)o2)c(C)c1C (configuration not stated)	12%	-8	701	1%	-6%	i	0.2	-1%	0.4%	-4.3%	-5%
COc1cc(Cl)c([C@@H]2C[C@H]3CN(c4ccccc4)C(=O)[C@]34CCCN24)cc1OC	-11%	-7	695	-3%	-4%	i	0.9	-8%	0.4%	-3.5%	-11%
C=C(C)CNC(=S)Nc1cccc(N)n1	4%	16	700	14%	-2%	i	0.5	17%	0.6%	-0.6%	1%
CC1CN(S(=O)(=O)c2cn(C)c(=O)n(C)c2=O)CC(C)O1 (configuration not stated)	7%	.	.	2%	-10%	i	3.1	-3%	-2.0%	-5.5%	-1%
COC(=O)c1cn(C(=O)c2cc(Cl)ccc2Cl)c2ccccc12	-4%	1	770	14%	-6%	i	1.0	1%	2.4%	.	-8%
CCCCN(C(=N)N1CCCCC1)c1nc(C)c([N+](=O)[O-])c(=O)[nH]1	12%	-11	631	-4%	-1%	i	0.3	0%	0.3%	-3.3%	-9%
O=C(CSc1nc2ccccc2c(=O)[nH]1)N1CCN(c2ccccc2)CC1	2%	-17	569	15%	-6%	i	0.7	-4%	-2.8%	.	0%
CCOc1nc2cnccc2n(CC(=O)Nc2ccc(C)c(C)c2)c1=O	8%	5	673	2%	-2%	i	0.5	2%	2.0%	.	0%
CC(=O)C1C(c2ccc(C)cc2)c2c(noc2C)CC1(C)O (configuration not stated)	3%	2	722	-1%	-4%	i	1.3	-2%	-0.3%	-3.2%	0%
Brc1ccc(-c2nnc(-c3ccccc3)o2)o1	2%	40	755	12%	3%	i	0.6	8%	2.8%	0.1%	-10%	NS5 inhibitors pilot replicate=3.6
O=C(Nc1ccncc1)C1c2ccccc2Oc2ccccc21	1%	0	731	-12%	-7%	i	2.3	-3%	-0.9%	-6.9%	-3%
COc1cccc(C(=O)N/N=C(\C)c2cccc(NC(=O)c3ccc(F)cc3)c2)c1OC	9%	-7	678	23%	-6%	?	.	-9%	-2.5%	.	-1%
CC1CN(C(=O)Nc2cccc(C(F)(F)F)c2)CC(C)O1 (configuration not stated)	-6%	21	653	11%	0%	i	0.3	2%	-0.7%	-11%	-4%
Cc1nc2c(=O)[nH]c3ccccc3c2o1	23%	9	679	4%	-7%	i	0.2	2%	-1.5%	-2.5%	-1%
CCn1nnnc1SCC(=O)Nc1ccc(OCc2ccccc2)cc1	8%	3	690	14%	-7%	i	1.0	12%	-0.5%	-1.4%	2%
O=C(CSc1nnc(NC(=O)c2ccccc2F)s1)NCC1CCCO1 (configuration not stated)	9%	1	687	-22%	-5%	i	6.0	12%	-0.4%	.	-2%

2 entries drawn at random from those above, as already listed:
SMILES	AID2073	Lipid droplet	Lipid droplet cells 6.5 µM	HEK293 NOD2/NF-kB	LYP phosphatase	Myeloid diff MLP	Myeloid diff MLP GFP+ MAC1+ %	Siah-1 displacement	HIV peptide binding	XIAP antagonists	NS5 inhibitors	others
COc1cc(C2C3=C(CC(C)(C)CC3=O)OC(N)=C2[N+](=O)[O-])ccc1O (configuration not stated)	5%	20	670	8%	3%	i	0.3	3%	-0.1%	-1.7%	4%
COc1ccc(NC(=O)NC(=O)c2ccccc2)cc1	10%	-3	822	-48%	-6%	i	0.7	9%	0.8%	.	-2%

Source: PubChem
